Pin1 inhibitor = qHTS Assay to Find Inhibitors of Pin1; Peptidyl-prolyl cis-trans isomerase NIMA-interacting 1 (Homo sapiens), Q13526; Pin1 FP peptide displacement, HiFluor488, 10 min; Potency, µM (highest dose often 115 µM), for the others: at the highest dose activity, negative = inhibition, most hits filed as inhibitors; hit rate 0.009% among 390,000; AID 504891, 2011; active = well fitted inhibition curve with a large enough effect in the polarisation, with a control signal flat, not every such curve was filed as active; inconclusive = small, poorly fitted or top-dose-only effect, or effect the other way, or a change in a side signal; inactive = no such curve, though single readings can be large or run the other way; the % refers to the polarisation; note: potency is the fitted concentration of half-maximal effect; % is set by controls: 0 for no effect and ±100 for the full control effect
Target sequence (Q13526 whole entry, looked up): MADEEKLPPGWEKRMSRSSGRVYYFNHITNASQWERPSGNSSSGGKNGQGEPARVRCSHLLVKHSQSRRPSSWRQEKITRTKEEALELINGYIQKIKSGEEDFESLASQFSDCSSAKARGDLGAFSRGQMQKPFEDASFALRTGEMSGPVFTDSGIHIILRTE
Tb PGK inh = qHTS Assay to Find Inhibitors of Phosphoglycerate Kinase. hit rate 0.043% among 380,000. Phosphoglycerate kinase, glycosomal (Trypanosoma brucei brucei), P07378. Potency, µM (doses to about 57.5 µM), for the others: at the highest dose activity change, negative = inhibition, most hits filed as inhibitors. PGK/GAPDH coupled, Kinase-Glo luminescence, 60 min; note: potency is the fitted concentration of half-maximal effect; % is set by controls: 0 for no effect and ±100 for the full control effect; nearly all actives have a fitted effect of over 60% in size
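Recombinant glycosomal PGK reaction used 1,3-bisphosphoglycerate generated in-well by GAPDH (100nM final) in 100mM TEA pH 7.6, 5mM MgCl2, 0.01% Tween-20. After 60 minutes at room temperature, ATP was read by Kinase-Glo Plus luminescence end-point.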
HP1b chromo inh = HTS for Inhibitors of HP1-beta Chromodomain Interactions with Methylated Histone Tails; Chromobox protein homolog 1 (Homo sapiens), P83916; AlphaScreen HP1-beta / biotin-H3K9me3 peptide binding; Potency, µM (top dose mostly 114 µM), for the others: top-dose activity change, negative = inhibition, hits mostly inhibitors; hit rate 0.56% among 390,000; AID 540317, 2011; note: potency is the fitted concentration of half-maximal effect; nearly all actives have a fitted effect of over 70% in size; inactives centre near 23
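AlphaScreen: HP1-beta (50 nM) preformed 30 min with biotin-H3(1-18)K9me3 peptide (50 nM) in PBS pH 7.4, 0.01% Tween-20. Compound added for 30 min at RT, then streptavidin donor/nickel chelate acceptor beads (10 ug/mL) for 30 min.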
BAZ2B inh = qHTS Assay for Inhibitors of BAZ2B. AlphaScreen BAZ2B-H3K14Ac peptide displacement. Potency, µM (titrated, usually from 114 µM), for inactives: at the highest dose activity change, negative = inhibition, hits mostly inhibitors. hit rate 4.4% among 360,000; note: potency is the fitted concentration of half-maximal effect; % is set by controls: 0 for no effect and ±100 for the full control effect; nearly all actives have a fitted effect of over 60% in size
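Protein-peptide AlphaScreen: BAZ2B 50 nM, b-H3K14Ac 50 nM, 1x PBS pH 7.4 + 0.01% Tween-20. Preincubation 30 min RT; cpd 30 min RT (top 110 uM); beads 20 min RT, light-protected.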
PI4K2A block = qHTS for small molecular inhibitors of PI4K2A; activity change, negative = inhibition, % at 76.9 µM; AID 1346378, 2018; hit rate 0.13% among 420,000; purified PI4K2A, ADP-Glo luminescence, 1 h; stronger effect = lower value; Phosphatidylinositol 4-kinase type 2-alpha (Homo sapiens), Q9BTU6; in the data active = activity change below about -50%; inconclusive = mostly about -30% to -49%;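 note: -100% = wells without enzyme as full effect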
Target sequence (Q9BTU6 whole entry, looked up): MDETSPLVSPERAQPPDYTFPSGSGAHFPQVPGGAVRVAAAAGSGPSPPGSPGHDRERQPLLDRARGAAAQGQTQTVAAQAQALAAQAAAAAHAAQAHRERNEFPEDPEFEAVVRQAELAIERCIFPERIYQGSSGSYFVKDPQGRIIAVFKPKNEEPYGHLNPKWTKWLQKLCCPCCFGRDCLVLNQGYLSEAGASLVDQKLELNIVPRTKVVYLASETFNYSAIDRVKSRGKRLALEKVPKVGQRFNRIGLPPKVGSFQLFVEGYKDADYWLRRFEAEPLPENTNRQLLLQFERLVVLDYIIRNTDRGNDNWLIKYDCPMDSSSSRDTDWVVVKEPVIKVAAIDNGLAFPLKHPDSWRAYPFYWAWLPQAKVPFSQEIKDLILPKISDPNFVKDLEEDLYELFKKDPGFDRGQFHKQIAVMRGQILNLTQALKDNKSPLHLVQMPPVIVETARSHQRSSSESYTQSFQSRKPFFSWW
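In this quantitative HTS, ADP production by PI4K2A was quantified luminescently after 1 h at ambient temperature; 100 microM adenosine served as plate-quality control.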
G9a block = qHTS Assay for Inhibitors of Histone Lysine Methyltransferase G9a. Histone-lysine N-methyltransferase EHMT2 (Homo sapiens), Q96KQ7. G9a H3K9 monomethylation, AlphaScreen, 2 h. Potency, µM (series often up to 102 µM), for the others: at the highest dose activity, negative = inhibition, most hits filed as inhibitors. hit rate 8.8% among 350,000. AID 504332, 2011; note: potency is the fitted concentration of half-maximal effect; % is set by controls: 0 for no effect and ±100 for the full control effect; nearly all actives have a fitted effect of over 75% in size
Target sequence (Q96KQ7 913-1193 limits assumed): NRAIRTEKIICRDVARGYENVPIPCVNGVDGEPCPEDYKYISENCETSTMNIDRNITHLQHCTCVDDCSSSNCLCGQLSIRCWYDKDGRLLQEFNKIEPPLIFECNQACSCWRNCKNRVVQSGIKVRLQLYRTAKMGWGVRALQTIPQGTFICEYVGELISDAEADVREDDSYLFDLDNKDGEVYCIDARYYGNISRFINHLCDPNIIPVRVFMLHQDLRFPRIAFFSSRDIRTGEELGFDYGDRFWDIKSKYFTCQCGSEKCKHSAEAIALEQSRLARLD
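Methyltransferase reactions run at room temperature for 2 h (20 nM enzyme, 500 nM biotin-H3K9 peptide, 20 uM SAM) after a 15 min compound preincubation; product detected by AlphaScreen beads and anti-H3K9me1 antibody.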
JMJD2A Tudor inh = qHTS Assay for Inhibitors of JMJD2A-Tudor Domain. hit rate 4.4% among 390,000. Lysine-specific demethylase 4A (Homo sapiens), O75164. Potency, µM (doses to about 114 µM), without a hit: at the highest dose activity change, negative = inhibition, hits mostly inhibitors. AlphaScreen JMJD2A-Tudor / H3K4me3 peptide binding; note: potency is the fitted concentration of half-maximal effect; % is set by controls: 0 for no effect and ±100 for the full control effect; nearly all actives have a fitted effect of over 50% in size
Pol eta inh = qHTS for Inhibitors of Polymerase Eta; AID 588591, 2011; recombinant Pol eta, fluorescent DNA replication assay; Potency, µM (series often up to 114 µM), for the others: top-dose activity change, negative = inhibition, most hits filed as inhibitors; hit rate 1.2% among 390,000; DNA polymerase eta (Homo sapiens), Q9Y253; note: potency is the fitted concentration of half-maximal effect; % is set by controls: 0 for no effect and ±100 for the full control effect
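Pol eta at 10 nM preincubated with compounds 15 min at room temperature; reaction started with fluorescent substrate (50 nM final) and read kinetically at 0 and 10 min.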
GLS inh = qHTS for Inhibitors of Glutaminase (GLS). hit rate 0.21% among 410,000. Potency, µM (titrated, usually from 45.5 µM), for inactives: at the top dose activity change, negative = inhibition, most hits filed as inhibitors. GLS enzymatic activity, qHTS titration. Glutaminase kidney isoform, mitochondrial (Homo sapiens), O94925; note: potency is the fitted concentration of half-maximal effect; % is set by controls: 0 for no effect and ±100 for the full control effect
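hKGA in 45 mM KH2PO4 pH 8.2, 0.02% Tween-20 with pin-transferred compounds; 1 mM L-glutamine (stock) plus glutamate oxidase/HRP/Amplex Red coupling added. Fluorescence read initially and after 30 min at RT.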
* marks the source's active call; other numbers are inactive results; i = inactive; u = inconclusive; x = no result given; [ ] = remark or other dose. Unless noted, calls come from the whole dose curve; as a rule, active = well fitted curve in the direction sought with a large enough effect; inconclusive = small, poorly fitted or top-dose-only effect, or another doubt; inactive = no such curve, though single readings can be large; an effect the other way counts as inactive or inconclusive.

Order of values: Pin1 inhibitor | Tb PGK inh | HP1b chromo inh | BAZ2B inh | PI4K2A block | G9a block | JMJD2A Tudor inh | Pol eta inh | GLS inh
[1] CC(=O)Nc1ccc(NS(=O)(=O)c2ccc(C)cc2)c([N+](=O)[O-])c1
 : -2% | -2% | 11% | -18% | -2 | -1% | -6% | 2% | -10%
[2] O=C(COC(=O)C12CC3CC(CC(C3)C1)C2)NC12CC3CC(CC(C3)C1)C2
 : 4% | -6% | 27% | 7% | -8 | -2%[0.501 µM] | 3% | -18% | 0%
[3] NC(=O)CC(NC(=O)c1ccc(Br)cc1)c1ccc(N2CCC(Br)CC2)c([N+](=O)[O-])c1 (stereo not drawn)
 : -3% | -3% | 28% | 15% | 1 | -4%[12.7 µM] | -12% | -13% | 4%
[4] COc1ccc(-c2cc(-c3nnc(COC(=O)CC4CC5CCC4C5)o3)c3ccccc3n2)cc1OC (stereo not drawn)
 : 55%[activator] | 5% | 119%[activator] | 19% | -8 | 144%[activator][59 µM] | 15% | -22% | 2%
[5] C=CC(=O)Nc1ccc(CN2C(=O)N(c3c(Cl)c(OC)cc(OC)c3Cl)Cc3cnc(NCCCCN(CC)CC)nc32)cc1
 : 6% | -5% | u | x | 1 | x | 56µM* | 3% | 1%
[6] CC(=O)OC1C(N2CCCCC2)c2c(ccc(/C=C/C(=O)N3CCCCC3)c2O)OC1(C)C (stereo not drawn)
 : 1% | i | 11% | -5% | 2 | 9% | -6% | -6% | 9%
[7] O=C(C1CC(=O)N(c2ccccc2F)C1)N1CCOCC1 (stereo not drawn)
 : -2% | -5% | 38% | x | 6 | x | 5% | -11% | -8%
[8] Cc1cc(C)c(C(=O)COC(=O)C2CCN(c3ccc(C(F)(F)F)cn3)CC2)cc1C
 : 50%[activator] | 7% | 115%[activator] | 16% | 3 | 7%[2.33 µM] | 34% | -8% | 2%
[9] C/C(CC(=O)Nc1c(Cl)cccc1C(F)(F)F)=N\NC(=O)c1cnccn1
 : 7% | i | 104%[activator] | x | -1 | x | -10% | -7% | 10%
[10] COc1cc(OC)cc(C2=NC3(CCC(C)CC3)NC2=S)c1 (stereo not drawn)
 : -1% | -8% | -5% | u | -1 | u | u | -26% | 5%
[11] CCCCCn1c(=O)c(C(=O)c2ccccc2)nc2ccccc21
 : u | 3% | -2% | -1%[57.1 µM] | -1 | -15%[59 µM] | -21% | -9% | 17%
[12] CC(=O)NC(CCS(C)(=O)=O)C(=O)Nc1cccc(C)c1C (stereo not drawn)
 : 1% | -7% | 55%[activator] | 1% | 0 | -11% | -5% | -8% | -5%
[13] CCOc1ccc(NS(=O)(=O)c2ccc3[nH]cc(C(=O)N(C)Cc4ccccc4)c(=O)c3c2)cc1
 : u | 8% | -35% | u | 2 | u | -24% | -3% | 14%
[14] O=C(COC(=O)CCCCCN=C1NS(=O)(=O)c2ccccc21)Nc1ccc(Cl)c(Cl)c1
 : 9% | -1% | -3% | 4% | 4 | 27% | -12% | -15% | 4%
[15] CCOC(=O)COc1c(Cl)cc(C2NC(=S)NC(c3ccccc3)=C2C(C)=O)cc1OC (stereo not drawn)
 : 1% | i | 14% | -25% | 0 | -9%[59 µM] | -35% | -14% | -19%
[16] COc1ccc(C(=O)Nn2cnnc2)cc1OC
 : -7% | -7% | 22% | -2% | 3 | 14% | -4% | -4% | 8%
[17] Cc1ccc(OCC(=O)NCC2(N3CCN(C)CC3)CCCCC2)cc1
 : 1% | -10% | 47%[activator] | -21% | 2 | 6%[59 µM] | -2% | -12% | 11%
[18] CC(CNC(=O)CCCn1c(=O)c2cccn2c2ccc(F)cc21)c1ccccc1 (stereo not drawn)
 : 60%[activator] | 2% | 0% | -19% | 0 | -5%[59 µM] | -21% | -16% | -3%
[19] Cc1ccc(NC(=O)c2[nH]cnc2C(=O)NN)cc1
 : -4% | -4% | 46%[activator] | u | -3 | 21% | u | -4% | 13%
[20] CCCC(=O)Nc1c(C)nn(C(=O)CCC)c1C
 : 1% | -6% | 21% | 10% | -1 | -5%[59 µM] | -6% | -11% | 5%

Limited to Pol eta inh, for 2 of the compounds above:
no. | SMILES | Pol eta inh
20 | CCCC(=O)Nc1c(C)nn(C(=O)CCC)c1C | -11%
11 | CCCCCn1c(=O)c(C(=O)c2ccccc2)nc2ccccc21 | -9%

Other records follow.
Order of values: Pin1 inhibitor | Tb PGK inh | HP1b chromo inh | BAZ2B inh | PI4K2A block | G9a block | JMJD2A Tudor inh | Pol eta inh | GLS inh
[21] O=c1c2ccccc2nc(SCc2nc(-c3ccccc3)no2)n1-c1ccc(F)cc1
 : 15% | i | 51%[activator] | 2% | -1 | -19%[59 µM] | -6% | -6% | -9%
[22] Cc1cc(C)n(-c2ccc(C(=O)OCC(=O)N(CC(C)C)C3CCS(=O)(=O)C3)cc2)n1 (stereo not drawn)
 : 6% | -7% | 22% | -6% | -1 | -44%[12.7 µM] | 6% | -9% | 4%
[23] CCCNC(=O)N(CCOC)CC1CCCN(C2Cc3ccccc3C2)C1 (stereo not drawn)
 : -6% | -3% | 27% | -5% | 7 | 13%[0.501 µM] | -9% | -7% | -1%
[24] CCn1c(CSc2nnc(C)n2-c2ccccc2)nc2cc(S(=O)(=O)N(C)C)ccc21
 : -6% | i | 23% | 19% | 0 | -4%[59 µM] | -8% | -3% | -3%
[25] Cc1ccccc1NC(=O)Cc1nc(COC(=O)c2nc(Cl)ccc2Cl)cs1
 : 18% | -2% | 72%[activator] | 1% | -2 | 18%[12.7 µM] | -18% | -11% | -5%
[26] O=C(Nc1ccccn1)c1ccc(Cl)c(S(=O)(=O)N2CCCCCC2)c1
 : -1% | -6% | 4% | 4% | -9 | 3%[0.501 µM] | -14% | -18% | 2%
[27] CCOc1ccc(C(=O)NCC(=O)OCC(=O)N2CCC(C)CC2)cc1
 : 1% | 0% | 9% | 2% | -2 | 3%[59 µM] | 6% | 6% | 6%
[28] Cc1ccn2cc(CNC(=O)c3cccc(C(F)(F)F)c3)nc2c1
 : 3% | i | 19% | -3% | 7 | -35%[59 µM] | -16% | -4% | -10%
[29] Cc1c(NC(=O)C(C)OC(=O)/C=C/c2ccco2)c(=O)n(-c2ccccc2)n1C (stereo not drawn)
 : -8% | -22% | 45µM* | 50µM* | 0 | u | 20µM* | -21% | 29%
[30] CCOC(=O)c1ccc(Nc2nc(C)cc(=O)[nH]2)cc1
 : 18% | 2% | 14% | -11% | -2 | 19% | -3% | 9% | 2%
[31] CCOC(=O)c1c(C2CC2)csc1NC(=O)CSCc1c(C)noc1C
 : 8% | -8% | 73%[activator] | 10% | 3 | -8%[59 µM] | 10% | -22% | -2%
[32] COc1cc(C2c3c(oc4cc(C)c(C)cc4c3=O)C(=O)N2CCCN2CCOCC2)ccc1O (stereo not drawn)
 : 4% | i | -10% | -14% | 4 | 28µM* | -20% | -13% | 8%
[33] Cn1ccsc1=NC(=O)c1ccc([N+](=O)[O-])o1
 : u | -10% | u | -30% | -10 | u | 56µM* | 40µM* | u
[34] CCc1nc(SCc2cc(=O)c3cc(F)ccc3[nH]2)n[nH]1
 : 0% | i | 17%[57 µM] | 10% | 4 | 7%[59 µM] | -13% | -4% | 1%
[35] C1=CC2c3ccccc3NC(c3ccncc3)C2C1 (stereo not drawn)
 : 11% | 4% | u | u | -12 | 1.6µM* | 45µM* | u | -11%
[36] C/C(N)=C(/C#N)C(=O)COC(=O)CCC1CCCC1
 : -4% | 3% | 34%[activator] | -4% | -4 | -47% | -5% | -12% | 2%
[37] O=S(=O)(Nc1ccc(-c2ccc3nncn3n2)cc1)c1cccc(F)c1
 : 3% | 0% | 45%[activator] | 16% | -9 | -6% | -5% | -2% | -4%
[38] CCCCC[C@H]1CN(CCCC)C(=O)[C@@H]1CC(=O)NCc1ccc(OC)cc1
 : -5% | -10% | 48%[activator] | 2% | 0 | 20% | -4% | -5% | -2%
[39] CCN(C(=O)Cn1c(C(=O)OC)cc2oc3ccccc3c21)c1cccc(C)c1
 : 2% | -6% | 27% | -14% | 0 | u | -25% | -2% | -3%
[40] COc1ccc(CCNC(=O)CCNC(=O)c2ccco2)cc1
 : -2% | -6% | 29% | -7% | -5 | x | 2% | -13% | -1%
[41] Cc1ccccc1C(=O)NCC(=O)c1ccccc1
 : 0% | -6% | 44%[activator] | x | 6 | x | -8% | -7% | 1%
[42] Cc1cc(NC(=O)CSc2nnc(Nc3ccccc3C)s2)no1
 : 0% | -7% | -15% | -20% | -2 | u | 0%[11.4 µM] | -22% | -20%
[43] CCN1CCN(C(=O)c2ccc(OC3CCN(CCc4ccccc4)CC3)cc2)[C@@H](C)C1=O
 : -2% | -1% | 3% | -17% | 3 | 19% | -14% | -17% | -3%
[44] CC(=O)N(C(C)=O)S(=O)(=O)c1ccc(N=NN2CCCCC2)cc1
 : 1% | -3% | 23% | 7% | -2 | 16%[59 µM] | -15% | -4% | 5%
[45] CC(=O)NC(CC(=O)N(C)Cc1cccc(Cl)c1Cl)c1ccccc1 (stereo not drawn)
 : 1% | i | 27% | -8% | 0 | -1%[59 µM] | -12% | -14% | -4%
[46] CCCC(=O)Nc1nc2ccc(S(N)(=O)=O)cc2s1
 : 4% | i | 41%[activator] | 8% | -3 | u | -10% | -5% | -6%

An excerpt; the hit share may differ from the screen's.
